Source: PubChem
Mm-Cpn inhibitor: Inhibitors of TCP-1 ring complex (TRiC) of Methanococcus maripaludis (MmCpn): qHTS; Chaperonin Mm-Cpn (Methanococcus maripaludis); AID 504842, 2011; Potency, µM (highest dose often 76.9 µM), inactives show at the top dose activity, negative = inhibition, most hits filed as inhibitors; 330,000 tested, 0.031% active; purified Mm-Cpn ATPase, ADP Transcreener TR-FRET; also: potency is read from the fitted curve at half-maximal effect; % is scaled to controls: 0 for no effect and ±100 for the full control effect; nearly all actives have a fitted effect of over 80% in size
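Quantitative HTS used 25 nM Mm-CPN and 10 uM ATP in magnesium/KCl Tris buffer, pH 7.4, with 1 mM DTT. Hydrolysis ran 30 min at 37°C; ADP was read by HTRF.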
PI5P4Ka inh: qHTS for Inhibitors of phosphatidylinositol 5-phosphate 4-kinase (PI5P4K); PI5P4Kalpha enzyme, ADP-Glo luminescence, 60 min; active compounds read low; 330,000 tested, 1.2% active; Phosphatidylinositol 5-phosphate 4-kinase type-2 alpha (Homo sapiens), P48426; max response, %; active = max response of -50% or lower; inconclusive = between -30% and -50%; inactive = -30% or higher; also: value at the top dose of about 77 µM; % is scaled to controls: 0 for no effect and ±100 for the full control effect
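Single end-point luminescence (ADP-Glo) quantified ADP from PI5P4Kalpha turnover; ATP 5 microM final, 1 h at RT, 0.1% CHAPS and 0.28 mM EGTA in HEPES pH 7.4.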
PLK1 PBD inh: qHTS for Inhibitors of PLK1-PDB (polo-like kinase 1 - polo-box domain): Primary Screen; AID 720504, 2013; Plk1 PBD binding of FITC phosphopeptide, fluorescence polarization; Potency, µM, inactives show max response, negative = inhibition, usual class: inhibitors; 360,000 tested, 2.8% active; also: potency is read from the fitted curve at half-maximal effect; series mostly up to about 57 µM; % is scaled to controls: 0 for no effect and ±100 for the full control effect; nearly all actives have a fitted effect of over 65% in size
WRN helicase inh: qHTS for Inhibitors of WRN Helicase; Bifunctional 3'-5' exonuclease/ATP-dependent helicase WRN (Homo sapiens), Q14191; WRN helicase unwinding, fluorescent forked duplex, kinetic; 360,000 tested, 0.46% active; Potency, µM (titrated, usually from 114 µM), without a hit: at the top dose activity change, negative = inhibition, most hits filed as inhibitors; also: potency is read from the fitted curve at half-maximal effect; % is scaled to controls: 0 for no effect and ±100 for the full control effect; nearly all actives have a fitted effect of over 55% in size
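WRN at 20 nM final preincubated with compound 15 min at room temperature; reaction started with 100 nM fluorophore/quencher forked duplex oligonucleotide and 2 mM ATP final. Unwinding followed kinetically by red fluorescence (ex 525, em 598 nm).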
CCT modulator: High-Throughput Screening for Modulators of Cytosolic Chaperonin Activity; activity change, % (concentration not given with the values), hits read low; 360,000 tested, 0.3% active; purified chaperonin ATPase assay, HTRF ADP detection, 30 min; AID 651819, 2012; in the data active = activity change below about -30%; also: % is scaled to controls: 0 for no effect and ±100 for the full control effect
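ATPase activity: ADP formed was measured by HTRF Transcreener (665/615 nm ratio) after 30 min at 37 deg C with 10 uM ATP. Compounds screened at one 76 uM concentration against 40 or 20 nM TRiC in Tris pH 7.4/KCl/MgCl2/DTT buffer.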
EPAC1 antagonist: qHTS for Antagonist of cAMP-regulated guanine nucleotide exchange factor 3 (EPAC1): primary screen | Rap guanine nucleotide exchange factor 3 (Homo sapiens), O95398 | EPAC1 GEF assay, Rap1b-BODIPY-GDP exchange fluorescence | Potency, µM (titrated, usually from 115 µM), for inactives: at the top dose activity change, negative = inhibition, hits mostly inhibitors | 360,000 tested, 0.14% active;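 also: potency is read from the fitted curve at half-maximal effect; plate controls were vehicle for no effect and positive control for full effect; nearly all actives have a fitted effect of over 50% in size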
EPAC2 antagonist: qHTS for Antagonist of cAMP-regulated guanine nucleotide exchange factor 2 (EPAC2): primary screen; Rap guanine nucleotide exchange factor 4 (Homo sapiens), Q8WZA2; Potency, µM (doses to about 114 µM), inactives show at the top dose activity, negative = inhibition, most hits filed as inhibitors; EPAC2 GEF exchange of Rap1B-BODIPY-GDP, fluorescence; 360,000 tested, 0.18% active; also: potency is read from the fitted curve at half-maximal effect; % is scaled to controls: 0 for no effect and ±100 for the full control effect; nearly all actives have a fitted effect of over 45% in size; many of its hits are not listed in these tables
Target sequence (Q8WZA2 whole entry, looked up): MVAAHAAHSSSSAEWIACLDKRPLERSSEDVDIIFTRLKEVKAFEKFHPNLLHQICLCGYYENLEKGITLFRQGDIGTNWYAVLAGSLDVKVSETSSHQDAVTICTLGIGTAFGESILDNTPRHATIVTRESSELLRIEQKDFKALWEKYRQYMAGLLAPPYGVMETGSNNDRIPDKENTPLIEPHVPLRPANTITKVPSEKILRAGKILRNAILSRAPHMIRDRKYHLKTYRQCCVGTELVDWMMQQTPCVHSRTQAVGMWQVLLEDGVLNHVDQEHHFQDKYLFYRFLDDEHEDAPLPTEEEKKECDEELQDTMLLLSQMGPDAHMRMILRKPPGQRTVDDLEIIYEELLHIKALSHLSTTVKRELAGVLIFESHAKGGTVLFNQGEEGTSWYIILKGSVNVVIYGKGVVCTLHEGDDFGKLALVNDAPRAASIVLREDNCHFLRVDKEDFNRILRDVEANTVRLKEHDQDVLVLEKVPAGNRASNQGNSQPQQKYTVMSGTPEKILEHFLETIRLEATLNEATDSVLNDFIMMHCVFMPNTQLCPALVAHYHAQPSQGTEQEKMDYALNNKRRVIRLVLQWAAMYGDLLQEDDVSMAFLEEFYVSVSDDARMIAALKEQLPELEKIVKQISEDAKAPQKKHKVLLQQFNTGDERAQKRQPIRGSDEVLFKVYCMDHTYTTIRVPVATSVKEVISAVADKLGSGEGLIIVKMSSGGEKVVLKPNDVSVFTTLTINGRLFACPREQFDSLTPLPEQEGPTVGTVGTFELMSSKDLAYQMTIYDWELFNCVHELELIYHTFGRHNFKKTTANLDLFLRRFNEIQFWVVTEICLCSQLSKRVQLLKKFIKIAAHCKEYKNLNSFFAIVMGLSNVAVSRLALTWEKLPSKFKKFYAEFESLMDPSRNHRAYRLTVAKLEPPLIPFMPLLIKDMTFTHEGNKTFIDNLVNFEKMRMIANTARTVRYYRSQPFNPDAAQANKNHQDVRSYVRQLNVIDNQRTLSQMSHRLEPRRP
EPAC1 agonist: qHTS for Agonist of cAMP-regulated guanine nucleotide exchange factor 3 (EPAC1): primary screen | EPAC1 agonist qHTS, biochemical assay; response scale: 100% = response to 6.5 mM cAMP | AID 720707, 2013 | Rap guanine nucleotide exchange factor 3 (Homo sapiens), O95398 | Potency, µM (highest dose often 154 µM), without a hit: top-dose activation, hits mostly activators | 360,000 tested, 0.073% active; also: potency is read from the fitted curve at half-maximal effect; nearly all actives have a fitted effect of over 60% in size
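EPAC1 100 nM, Rap1B–BODIPY-GDP 250 nM, unlabeled GDP 50 uM; compound titration; 5 min RT; kinetic read ex480/em540 at 5-min intervals ×30 min; data normalized to 6.5 mM cAMP agonist control.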
Starred values were filed as active, the others as inactive; ? = inconclusive; / = no result given; [ ] = remark or other dose. Unless noted, calls follow the shape of the dose curve; as a rule, active = well fitted curve in the direction sought with a large enough effect; inconclusive = small, poorly fitted or top-dose-only effect, or another doubt; inactive = no such curve, though single readings can be large; an effect the other way counts as inactive or inconclusive.

Below each SMILES: Mm-Cpn inhibitor	CCT modulator	EPAC1 antagonist	PLK1 PBD inh	PI5P4Ka inh	EPAC2 antagonist	WRN helicase inh	EPAC1 agonist
O=C(CCNC(=O)c1ccc(Br)cc1)Nc1ccc(S(=O)(=O)N2CCOCC2)cc1
  1%	0.5	-5%	1%	1	-4%	3%	2%
COc1cccc(COC(=O)Cc2ccc(S(=O)(=O)N3CCOCC3)s2)c1OC
  -1%	0.6	-17%	-13%	-1	-11%	2%	3%
CN(C)C(=O)C1C2NC(=S)N(c3cccc(Cl)c3)C1(C)Oc1ccc(Cl)cc12 (stereo not given)
  -7%	-1.5	-8%	-10%	1	-1%	-2%[57.1 µM]	6%
CC1CCC2C(=O)N(c3ccc(C(=O)NCc4ccccc4)cc3)C(=O)C2C1 (stereo not given)
  3%	-1.0	-13%	-12%	8	0%	-9%	-10%
CC(C)(C)c1ccc(-c2n[nH]c(=S)n2CC2CCCO2)cc1 (stereo not given)
  -1%	0.7	-14%	-8%	0	4%	-18%	-4%
CCc1nc(CN(C)C(=O)C2CCC(=O)N(CCc3cccc(F)c3)C2)no1 (stereo not given)
  0%	-2.4	-17%	-11%	-7	-1%	-12%	-28%
CCC(C)(C)NC(=O)c1ccc(Br)o1
  -1%	0.7	-3%	1%	-3	12%	3%	-4%
O=C(CSc1nnc2c(Cl)cc(C(F)(F)F)cn12)Nc1ccc2c(c1)OCO2
  -1%	-3.4	11%	-6%	/	7%	6%	6%
O=C(Nc1cccc(Cl)c1)Nc1nnc(CC2=CCCCC2)s1
  0%	-0.6	-7%	-8%	7	-2%	-2%	6%
CCc1ccc(NC(=O)CO/N=C(\C)c2cc3ccccc3o2)cc1
  1%	-0.8	-16%	0%	15	-11%	-9%	8%

More entries:
Below each SMILES: Mm-Cpn inhibitor	CCT modulator	EPAC1 antagonist	PLK1 PBD inh	PI5P4Ka inh	EPAC2 antagonist	WRN helicase inh	EPAC1 agonist
Cc1cccc(OCC(=O)OCC(=O)N(CC(C)C)c2c(N)n(Cc3ccccc3)c(=O)[nH]c2=O)c1C
  0%	2.5	12%	-8%	13	39%[activator]	-2%	-6%
Nc1nc(SCC(=O)Nc2ccccc2)[nH]c(=O)c1-c1ccccc1
  2%	-1.5	5%	-7%	/	4%	-8%	2%
Cc1ccc2cc(C#N)c(N3CCCC3)nc2c1C
  -10%	1.6	-5%	-8%	6	0%	-10%	-13%
COc1cc(C(=O)O)ccc1O
  2%	-1.4	-10%	-2%	-4	24%	8%	8%
CCCCn1c(N)c(N(CC)C(=O)c2ccncc2)c(=O)[nH]c1=O
  -1%	-1.4	10%	-9%	-1	6%	7%	-13%
O=C(COc1ncnc2ccccc12)Nc1cc(S(=O)(=O)N2CCOCC2)ccc1Cl
  -3%	1.7	-16%	6%	0	10%	-4%	-7%
CN(Cc1cccc(C(F)(F)F)c1)C(=O)C1CCC(=O)N(CC2CCCCC2)C1 (stereo not given)
  1%	0.1	-13%	-5%	-6	-5%	-5%	-15%
N#CCSc1nnc(Nc2ccccc2)s1
  0%	2.6	1%	-22%	/	4%	-4%	-7%
COc1ccc(C(=O)Nc2ccccc2C(=O)Nc2ccccc2C(=O)O)cc1
  1%	0.0	-29%	?	?	-12%	-23%[57.1 µM]	-5%
CCOc1ccc2c(c1)c(N=NC(N)=S)c(O)n2C
  -3%	-6.7	11%	-2%	-1	-5%	-4%	5%

Additional records follow:
Below each SMILES: Mm-Cpn inhibitor	CCT modulator	EPAC1 antagonist	PLK1 PBD inh	PI5P4Ka inh	EPAC2 antagonist	WRN helicase inh	EPAC1 agonist
COc1cccc(CNC(=O)C2CCCN(c3ncnc4c3nc3n4CCCCC3)C2)c1 (stereo not given)
  ?	1.8	-21%	7%	-7	11%	3%	-11%
Nc1ccc(N2CCN(C(=O)c3cccs3)CC2)cc1
  -4%	-7.4	1%	1%	-18	0%	-9%	-3%
N#CCC(=O)N1CCCCCC1
  0%	-0.2	-15%	-6%	-1	9%	5%	0%
CCc1nnc(NC(=O)CCC(=O)N2CCN(c3cc(Cl)ccc3C)CC2)s1
  -2%	-2.1	-7%	?	1	-22%	-5%	-6%
CC(C)CCNC(=O)CN1N=C(c2ccc(Cl)cc2)CCC1=O
  0%	-0.1	2%	-16%	1	1%	-2%[57.1 µM]	9%
Cc1ccc(-c2nnc(SCC(=O)Nc3cccnc3Cl)n2N)cc1
  0%	0.1	5%	-2%	0	3%	15%	1%
CC(C)(C)OC(=O)N1CCC[C@@H]1CO
  5%	-6.0	-7%	-2%	6	8%	3%	1%
CCCCCC(O)CCC(=O)NNC1=CC(=O)CC(C)(C)C1 (stereo not given)
  -1%	-3.0	2%	-7%	15	5%	-2%	-11%
O=C(Nc1ccccn1)c1ccc(S(=O)(=O)c2ccc(Cl)cc2)cc1
  3%	-0.9	-5%	-9%	-6	-16%	3%	9%
CCCCCC(=O)Nc1cccc(C2=NOC3(C2)C[C@H](C(N)=O)N(C(=O)COc2ccc(Cl)cc2)C3)c1 (stereo not given in full)
  -1%	-3.1	?	-17%	1	-10%	-1%	-10%

Additional results follow.
Below each SMILES: Mm-Cpn inhibitor	CCT modulator	EPAC1 antagonist	PLK1 PBD inh	PI5P4Ka inh	EPAC2 antagonist	WRN helicase inh	EPAC1 agonist
Cc1[nH]c2ccccc2c1/C=N/NC(=O)c1ccccc1
  1%	-0.5	-13%	2%	-22	-20%	-2%	-2%
COc1cccc(CNCc2ccc(SC)cc2)c1OC
  0%	-3.0	7%	1%	/	2%	1%[57.1 µM]	0%
Cc1ccc(CSc2nnc(SCC(=O)N/N=C/C=C/c3ccco3)s2)cc1
  0%	-0.7	7%	-11%	?	-11%	-11%	6%
O=C(CCc1ccccc1)Nc1ccc(NC(=O)c2ccco2)nc1
  1%	0.9	6%	-6%	-2	-4%	-7%	2%
COc1ccc(CNC(=O)c2sc(=O)n(Cc3cc(Cl)ccc3OC)c2C)cc1
  /	-0.6	9%	1%	-1	0%	6%[57.1 µM]	-24%
CCOc1ccc(-n2c(O)c(/C=N/c3ccnn3Cc3ccncc3)c3ccccc3c2=O)cc1
  2%	-2.1	-11%	26%	2	3%	-28%	5%
CCOC(=O)Cn1ncn(-c2ccc(OC(F)(F)F)cc2)c1=O
  1%	0.7	-15%	8%	3	15%	-2%[57.1 µM]	-12%
NC(=O)C1CCN(C(=O)NC2CC(=O)N(c3ccc4c(c3)OCCO4)C2)CC1 (stereo not given)
  1%	0.2	-11%	-13%	5	-1%	-29%	6%
CCC(CC)C(=O)Nc1nnc(-c2cccs2)s1
  -6%	-1.3	-16%	30µM*	-7	5%	-9%	2%
COc1ccc(C(=O)Nc2ccc3c(c2)C(=O)N(C)C3=O)cc1OC
  0%	-0.9	-4%	-8%	5	14%	3%	2%

More entries
Below each SMILES: Mm-Cpn inhibitor	CCT modulator	EPAC1 antagonist	PLK1 PBD inh	PI5P4Ka inh	EPAC2 antagonist	WRN helicase inh	EPAC1 agonist
Cc1cc(-n2c(C)cc(C(=O)CN3C(=O)C(=O)N(C)C3=O)c2C)no1
  -2%	1.3	-5%	-11%	1	-6%	5%	9%
CCC(CC)C(=O)N1CCN(c2ccccc2)CC1
  1%	1.0	-1%	-14%	-2	3%	3%	2%
CC(C)c1ccc(-c2c(C#N)c(N)nc3c2CCCCC3)cc1
  0%	-0.9	9%	-5%	12	16%	-5%	3%
C[C@@H]1CN([C@H](C)CO)C(=O)c2cc(NS(=O)(=O)c3cn(C)cn3)ccc2O[C@@H]1CN(C)S(C)(=O)=O
  3%	-0.4	18%	-5%	-13	2%	9%	-11%
COc1ccc(NC(=O)c2ccccc2NC(=O)C2CCCCC2C(=O)O)cc1 (stereo not given)
  /	-0.3	-3%	6%	-2	-4%	-15%	-7%
Cc1ccc(NC(=O)CSCC(=O)N2CCOCC2)cc1
  1%	-3.4	1%	-7%	/	7%	-5%	11%

One compound at a time, from the list above. Order of values: Mm-Cpn inhibitor, CCT modulator, EPAC1 antagonist, PLK1 PBD inh, PI5P4Ka inh, EPAC2 antagonist, WRN helicase inh, EPAC1 agonist
`Cc1cc(-n2c(C)cc(C(=O)CN3C(=O)C(=O)N(C)C3=O)c2C)no1` is listed as -2%, 1.3, -5%, -11%, 1, -6%, 5%, 9%
`CC(C)c1ccc(-c2c(C#N)c(N)nc3c2CCCCC3)cc1` is listed as 0%, -0.9, 9%, -5%, 12, 16%, -5%, 3%

Ordered by number of heavy atoms (rising): part of the list above
Below each SMILES: Mm-Cpn inhibitor	CCT modulator	EPAC1 antagonist	PLK1 PBD inh	PI5P4Ka inh	EPAC2 antagonist	WRN helicase inh	EPAC1 agonist
CCC(CC)C(=O)Nc1nnc(-c2cccs2)s1
  -6%	-1.3	-16%	30µM*	-7	5%	-9%	2%
CCC(CC)C(=O)N1CCN(c2ccccc2)CC1
  1%	1.0	-1%	-14%	-2	3%	3%	2%
Cc1ccc(NC(=O)CSCC(=O)N2CCOCC2)cc1
  1%	-3.4	1%	-7%	/	7%	-5%	11%
CC(C)c1ccc(-c2c(C#N)c(N)nc3c2CCCCC3)cc1
  0%	-0.9	9%	-5%	12	16%	-5%	3%
COc1ccc(C(=O)Nc2ccc3c(c2)C(=O)N(C)C3=O)cc1OC
  0%	-0.9	-4%	-8%	5	14%	3%	2%
Cc1ccc(CSc2nnc(SCC(=O)N/N=C/C=C/c3ccco3)s2)cc1
  0%	-0.7	7%	-11%	?	-11%	-11%	6%
COc1ccc(NC(=O)c2ccccc2NC(=O)C2CCCCC2C(=O)O)cc1 (stereo not given)
  /	-0.3	-3%	6%	-2	-4%	-15%	-7%
CCOc1ccc(-n2c(O)c(/C=N/c3ccnn3Cc3ccncc3)c3ccccc3c2=O)cc1
  2%	-2.1	-11%	26%	2	3%	-28%	5%

A portion of the library, so the mix of outcomes need not match the whole.
